Source: PubChem
TDP1 cell CPT – growth inhibition of DT40 Tdp1-/-;hTDP1 cells with camptothecin (screen for TDP1 inhibitors); chicken DT40 Tdp1-/-;hTDP1 cells + 20 nM CPT, ATP luminescence, 48 h; 420,000 tested, 12% active; Potency, µM (series often up to 46.2 µM), inactives show at the top dose activity change, negative = growth inhibition, usual class: inhibitors; note: nearly all actives have a fitted effect of over 55% in size
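Chicken DT40 Tdp1-/- cells stably complemented with human TDP1 were seeded at 400 cells/well in medium containing 20 nM camptothecin, exposed to pin-transferred compounds, and grown at 37 °C for at least 48 hr. Viability was read as ATP luminescence.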
GCN5L2 inh – GCN5L2 (KAT2A) acetyltransferase inhibition; Q92830; GCN5L2 HAT assay, ThioGlo1 CoA-SH fluorescence; Potency, µM (series often up to 58.9 µM), for the others: top-dose activity change, negative = inhibition, actives largely listed as inhibitors; 390,000 tested, 0.21% active; AID 504327
Target sequence (Q92830 whole entry, looked up): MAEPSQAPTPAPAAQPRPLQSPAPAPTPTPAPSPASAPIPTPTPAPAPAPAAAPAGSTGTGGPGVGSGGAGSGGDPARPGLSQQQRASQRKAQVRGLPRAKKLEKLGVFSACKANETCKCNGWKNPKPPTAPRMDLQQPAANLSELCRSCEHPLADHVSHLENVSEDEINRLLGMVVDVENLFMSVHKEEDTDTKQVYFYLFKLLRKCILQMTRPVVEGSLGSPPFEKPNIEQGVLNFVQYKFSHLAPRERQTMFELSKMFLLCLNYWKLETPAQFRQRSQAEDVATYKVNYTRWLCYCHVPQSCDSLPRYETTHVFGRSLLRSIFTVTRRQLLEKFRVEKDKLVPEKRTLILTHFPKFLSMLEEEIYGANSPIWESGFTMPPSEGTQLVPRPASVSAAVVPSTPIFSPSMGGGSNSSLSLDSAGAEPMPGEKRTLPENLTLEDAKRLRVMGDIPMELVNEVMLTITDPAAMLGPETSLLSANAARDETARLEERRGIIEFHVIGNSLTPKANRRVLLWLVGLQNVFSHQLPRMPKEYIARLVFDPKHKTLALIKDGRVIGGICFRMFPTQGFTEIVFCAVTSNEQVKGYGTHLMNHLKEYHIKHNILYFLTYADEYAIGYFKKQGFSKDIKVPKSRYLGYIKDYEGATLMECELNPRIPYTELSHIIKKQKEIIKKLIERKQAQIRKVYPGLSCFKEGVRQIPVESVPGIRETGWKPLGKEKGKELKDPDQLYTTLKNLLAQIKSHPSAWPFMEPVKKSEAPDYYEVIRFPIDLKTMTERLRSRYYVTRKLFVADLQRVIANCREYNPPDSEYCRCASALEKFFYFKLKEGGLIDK
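Compounds, pin-transferred from DMSO stocks, meet 20nM GCN5L2 for 15 min before the reaction begins with H3(1-25) peptide (75uM) and acetyl-CoA (70uM). Thiol-reactive ThioGlo1 reports CoA release over 20 min at room temperature.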
TDP1 cell noCPT – qHTS for Inhibitors of human tyrosyl-DNA phosphodiesterase 1 (TDP1): qHTS in cells in absence of CPT. Potency, µM (doses to about 46.2 µM), without a hit: at the highest dose activity change, negative = growth inhibition, actives largely listed as inhibitors. 420,000 tested, 15% active. DT40 Tdp1-/- hTDP1 cells, no CPT, ATP luminescence, 48 h. AID 686978, 2013; note: nearly all actives have a fitted effect of over 55% in size
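Growth of hTDP1-complemented DT40 Tdp1-knockout cells is measured by ATP luminescence after at least 48 hr compound exposure at 37 °C, with DMSO substituting for the 20 nM CPT used in the parallel screen.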
* = called active by the depositor; u = inconclusive; x = no result given; & = joins results of further samples. Calls come from the whole dose curve; as a rule, active = well fitted curve in the direction sought with a large enough effect; inconclusive = small, poorly fitted or top-dose-only effect, or another doubt; inactive = no such curve, though single readings can be large; an effect the other way counts as inactive or inconclusive. % is set by controls: 0 for no effect and ±100 for the full control effect; potency is the fitted concentration of half-maximal effect.

Structure,TDP1 cell CPT,GCN5L2 inh,TDP1 cell noCPT
COc1ccc(C)cc1-n1c(SCC(=O)NCc2ccco2)nc2c([nH]c3ccccc32)c1=O,u,-1%,u
O=C1CCN(S(=O)(=O)c2ccc(Cl)cc2)N1,-15%,5%,-17%
CCCCNC(=S)N1CCN(Cc2ccc3c(c2)OCO3)CC1,6%,-3%,u
O=C1c2ccccc2C(=O)N1CCc1c(-c2[nH]c3ccccc3c2CCN2C(=O)c3ccccc3C2=O)[nH]c2ccccc12,21µM*,x,18µM*
CC1=C(C(=O)Nc2ccc(C)cc2)C(c2ccc(N(C)C)cc2)NC(=O)N1 (stereo not given),14%,-3%,-3%
COc1ccc(S(=O)(=O)Nc2cccc3c2O[C@H](CN(C)S(=O)(=O)c2ccc(OC)cc2)[C@@H](C)CN([C@H](C)CO)C3=O)cc1,u,-14%,u
Cc1nn(Cc2ccccc2)c(C)c1/C=N/NC(=O)c1cccnc1,3%,-8%,-6%
CCN1C(=O)/C(=C\N2CCOCC2)SC1=S,4%,0%,-17%
CC(C)CCn1c(CN2CCN(Cc3ccccc3)CC2)nc2c1c(=O)n(C)c(=O)n2C,u,3%,16µM*
CCS(=O)(=O)N1Cc2ccccc2CC1C(=O)N(C)Cc1ccc(OC)c(F)c1 (stereo not given),-29%,-4%,u

Single records, as listed above. Screens in order: TDP1 cell CPT, GCN5L2 inh, TDP1 cell noCPT
CC(C)CCn1c(CN2CCN(Cc3ccccc3)CC2)nc2c1c(=O)n(C)c(=O)n2C is entered as u, 3%, 16µM*
Cc1nn(Cc2ccccc2)c(C)c1/C=N/NC(=O)c1cccnc1 is entered as 3%, -8%, -6%

Back to the main list, starting 7 compounds before the break.
Structure,TDP1 cell CPT,GCN5L2 inh,TDP1 cell noCPT
O=C1c2ccccc2C(=O)N1CCc1c(-c2[nH]c3ccccc3c2CCN2C(=O)c3ccccc3C2=O)[nH]c2ccccc12,21µM*,x,18µM*
CC1=C(C(=O)Nc2ccc(C)cc2)C(c2ccc(N(C)C)cc2)NC(=O)N1 (stereo not given),14%,-3%,-3%
COc1ccc(S(=O)(=O)Nc2cccc3c2O[C@H](CN(C)S(=O)(=O)c2ccc(OC)cc2)[C@@H](C)CN([C@H](C)CO)C3=O)cc1,u,-14%,u
Cc1nn(Cc2ccccc2)c(C)c1/C=N/NC(=O)c1cccnc1,3%,-8%,-6%
CCN1C(=O)/C(=C\N2CCOCC2)SC1=S,4%,0%,-17%
CC(C)CCn1c(CN2CCN(Cc3ccccc3)CC2)nc2c1c(=O)n(C)c(=O)n2C,u,3%,16µM*
CCS(=O)(=O)N1Cc2ccccc2CC1C(=O)N(C)Cc1ccc(OC)c(F)c1 (stereo not given),-29%,-4%,u
Cc1ccc([C@H]2C[C@@H](O)[C@H](n3cc(C4CC4)nn3)CN2C(=O)C2CCCCC2)cc1,-108%,x,u
Cc1cc(C)cc(NC(=O)N2c3ccccc3NC(=O)CC2C)c1 (stereo not given),22%,-1%,-4%
O=C(NC12CC3CC(CC(C3)C1)C2)c1ccc([N+](=O)[O-])cc1,u,0%,-16%
Cc1ccc(C2=N/C(=C\c3cccc(F)c3)C(=O)O2)cc1,-20%,-1%,7%
Nc1nn(-c2ccccc2)c(N)c1N=Nc1ccccc1,4.1µM*,0%,4.6µM*
O=C(c1ccccc1)n1nnc2ccccc21,u,x,u
COc1cc(COCC(O)CN2CCc3ccccc3C2)cc(OC)c1OC (stereo not given),-13%,-10%,0%
CCNC(=O)c1ccc(CSc2nc3ccncc3n2Cc2ccc(F)cc2)cc1,u,-2%,u
COC(=O)Cc1c(C)c2ccc(OC3CCCCC3=O)c(C)c2oc1=O (stereo not given),u,-1%,18µM*
CCN1CCN(C(=O)/C=C/c2ccc(OC)c(OC)c2)CC1,1%,-15%,-13%
FC(F)(F)c1ccccc1-c1ccc2ncnc(NCc3cccs3)c2c1,23µM*,-14%,u
CCCCOc1ccc(NC2=NC3(CCCC3)N=C(N)N2)cc1,16µM*,-4%,16µM*
O=C(O)[C@H](Cc1ccccc1)NC(=O)N1CCN(c2ccc(F)cc2)CC1,7%,2%,-7%
Cc1noc2ncnc(N3CCN(c4cccc(Cl)c4)CC3)c12,16µM*,0%,9.2µM*
CCOC(=O)N1CCN(c2nc3ccccc3n3cnnc23)CC1,-22%,u,u
COc1cc(/C=C/C(=O)c2ccc(F)cc2)cc(OC)c1OC,u,-10%,16µM*
O=C(c1ccncc1)N1N=C(c2ccc(Cl)cc2)CC1c1ccccc1O (stereo not given),u,-6%,u
Cc1ccc(C(=O)Nc2ccccc2C(=O)NCc2ccco2)cc1S(=O)(=O)N1CCCCC1,u,-12%,16µM*
CN(C(=O)COC(=O)C1CCN(S(=O)(=O)c2ccc3c(c2)OCCO3)CC1)c1ccccc1,16%,-1%,0%
O=C(CSc1n[nH]c(-c2ccco2)n1)Nc1ccc(Br)cc1,u,-28%,u
COc1ccc(C)cc1NC(=O)CN(C)S(=O)(=O)c1ccc2[nH]c(=O)oc2c1,-16%,3%,u
CCn1c(=O)n(CC)c2cc(N3CCCC3)c(NC(=O)c3ccc(C)c([N+](=O)[O-])c3)cc21,6.5µM*,-6%,7.3µM*
Cn1c(CSc2nc3ccc(Br)cc3[nH]2)nc2ccccc21,-4%,-6%,-22%
Cc1ccc(S(=O)(=O)N(C)C[C@H]2OCc3cnnn3CCCC(=O)N([C@H](C)CO)C[C@H]2C)cc1,-5%,x,-20%
c1ccc(-c2nc[nH]c2-c2ccccc2)cc1,-18%&-32%,-1%&-9%&54%,u
COc1ccc(NC(=S)NC(=O)c2cccnc2)cc1,27%,-5%,-13%
O=C(O)Cc1ccc(NS(=O)(=O)c2c(Cl)cccc2Cl)cc1,-2%,-2%,0%
Cc1nc2cc(NC(=O)COc3ccc(C#N)cc3)ccc2n1-c1ccccc1,u,-11%,u
O=C1OC(CC(=O)N(Cc2nnc(-c3ccccc3Cl)o2)C2CC2)c2ccccc21 (stereo not given),u,-4%,u
CCC(C)(C)n1nnnc1C(c1ccc(OC)cc1)N1CCN(C(=O)c2ccco2)CC1 (stereo not given),10%,-1%,-17%
C#CCn1c(=NC(=O)c2sc3ccccc3c2Cl)sc2cc(S(N)(=O)=O)ccc21,u,-8%,u
Cc1ccc(-c2nn3c(C)nnc3s2)cc1NCc1c(F)cccc1Cl,18µM*,-3%,18µM*
CC(C)CC1C2C(=O)N(c3ccccc3)C(=O)C2ON1c1ccccc1 (stereo not given),15%,-3%,0%
O=C(NCCc1ccccc1)C1CCC(=O)N1CCc1ccccc1 (stereo not given),14%,-1%,8%
Cc1cccc(N(C(=O)CNC(=O)c2ccco2)C(C(=O)NCC2CCCO2)c2ccccc2)c1 (stereo not given),-3%,20%,-27%
COc1ccc(/C=N/NC(=O)COc2ccc(Cl)cc2Cl)cc1Cn1nc(C)cc1C,u,0%,u
Cc1ccc2cc(CCNC(=O)c3cccs3)c(=O)[nH]c2c1,-29%,0%,u
O=C(COC(=O)c1ccc([N+](=O)[O-])cc1)Nc1ccc(Cl)cn1,-5%,0%,-6%
Cc1ccc(C(=O)Oc2cccc(NC(=O)c3cccs3)c2)cc1S(=O)(=O)N1CCOCC1,u,-4%,u
Cc1ccc(S(=O)(=O)N2CCN(C(=O)COC(=O)COc3ccccc3)CC2)cc1,-22%,-1%,-6%
Cn1ccnc1CN1CCN(C(=O)c2cc(COc3ccc(F)c(F)c3)on2)CC1,-28%,-4%,u
COc1ccc(C2CC3(O)NC(=O)C(C#N)(C3C)C2(C#N)C#N)cc1 (stereo not given),1%,1%,10%
COc1cccc(F)c1C(C[N+](=O)[O-])c1c(N)n(C)c(=O)n(C)c1=O (stereo not given),4.6µM*,-27%,2.3µM*
CS(=O)(=O)N1CCN(C(=O)c2ccncc2)CC1,3%,-1%,5%
Cc1coc2c(C)c3oc(=O)c(CCC(=O)N4C[C@H]5C[C@@H](C4)c4cccc(=O)n4C5)c(C)c3cc12,u,-13%,u
CC(=O)c1sc(NC(=O)c2ccccc2F)nc1C,-13%,-3%,u
O=C(NCc1ccc2c(c1)OCO2)c1cc([N+](=O)[O-])ccc1N1CCOCC1,3.3µM*,-1%,u
CCSC(=O)N1c2ccc(OC)cc2C=CC1C#N (stereo not given),0.0082µM*,x,0.0052µM*
CNC(=S)N/N=C(\C)c1ccc2c(c1)OCCO2,-3%,-9%,-4%
C#CCOCCOCCOCCNc1nc(N2CCN(C(=O)[C@H](CCC(=O)O)n3cc([C@@H](N)CO)nn3)CC2)nc(N2CCN(C(=O)[C@H](CCC(=O)O)n3cc([C@@H](N)CCSC)nn3)CC2)n1,-7%,1%,-10%

Further results.
Structure,TDP1 cell CPT,GCN5L2 inh,TDP1 cell noCPT
COc1cccc(/C=C/C(=O)OCC(=O)NC2CC2)c1OC,7%,1%,7%
CC(C)(C)NC(=O)/C=C/c1ccc(C(F)(F)F)cc1,-4%,-3%,u
Cc1ccc(Cn2cnc3c(oc4ccccc43)c2=O)cc1,-4%,-13%,-21%
COc1ccc(N=C2SC(C(N)=O)CC(=O)N2CCc2ccc(OC)c(OC)c2)cc1 (stereo not given),-28%,1%,-13%
COc1ccccc1CCn1c(=O)c(-c2ccc(F)c(F)c2)nc2cncnc21,-3%,-18%,-8%
O=C1CSC(c2cccnc2)N1c1ccccc1 (stereo not given),-9%,-6%,-18%
O=C(O)COc1cnc2ccccc2n1,22%,-22%,-1%
Cc1nc(NC(=O)c2ccccc2O)sc1C,-24%,26%,0%
Cc1ccc(NC(=O)C2CC(O)CN2C(=O)OCc2ccccc2)cc1C (stereo not given),8%,-17%,6%
NCC(O)COc1ccc2c(c1)OCO2 (stereo not given),-21%,-4%,-6%

Exported as labelled records: two of the compounds above.
> CC(=O)c1sc(NC(=O)c2ccccc2F)nc1C
- TDP1 cell CPT: -13%
- GCN5L2 inh: -3%
- TDP1 cell noCPT: u
> COc1cccc(F)c1C(C[N+](=O)[O-])c1c(N)n(C)c(=O)n(C)c1=O (stereo not given)
- TDP1 cell CPT: 4.6µM*
- GCN5L2 inh: -27%
- TDP1 cell noCPT: 2.3µM*

New compounds follow:
Structure,TDP1 cell CPT,GCN5L2 inh,TDP1 cell noCPT
O=c1[nH]c(=O)c2ncn(C3OC(CO)C(O)C3O)c2[nH]1 (stereo not given),2%,x,-5%
Cc1ccc(CN(CC(O)COc2cccc3[nH]cc(C)c23)C(C)(C)C)cc1 (stereo not given),21µM*,-2%,u
O=C(NCCc1c[nH]c2ccccc12)/C(=C\c1cccnc1)NC(=O)c1cccs1,-21%,4%,-22%
Cc1cccc(OC(C)C(=O)Nc2ccccc2C(=O)N2CCCCC2)c1 (stereo not given),u,-13%,13µM*
O=C(NC(=S)Nc1nc(-c2cccc3ccccc23)cs1)c1cc2ccccc2o1,-22%,-4%,u
CC(=O)OCP(C)(=O)COC(C)=O,-2%,-2%,-18%
O=C(COc1ccc(Cl)cc1)Nc1cccc(S(=O)(=O)NC2=NCCCCC2)c1,u,2%,u
CC(C)(C)c1ccc(C(=O)N2CCC(C(=O)NCc3ccncc3)CC2)cc1,-12%,8%,-21%
CSCc1c(C(=O)NC2CCCc3ccccc32)oc2ccccc12 (stereo not given),u,-5%,u
Cc1nc2sccn2c(=O)c1S(=O)(=O)NCCc1ccc(Cl)cc1,-12%,-4%,11%
Cc1ccc(NC(=O)c2cc([N+](=O)[O-])ccc2N2CCOCC2)cc1C,-26%,-6%,1%
COc1ccc(CCNCC(=O)Nc2ccc(C)c(S(=O)(=O)N(C)C)c2)cc1OC,u,-12%,-7%
Cc1ccc(S(=O)(=O)N2C[C@H]3[C@H]4C(=O)N(C)C(=O)[C@H]4CC(=O)[C@H]3[C@@H]2c2ccccc2Cl)cc1,-1%,x,-20%
CCOC(=O)c1ccc(NC(=S)N2CCN(C)CC2)cc1,3%,7%,-5%
O=C(COC(=O)c1cccnc1Cl)c1ccc2c(c1)OCCO2,-6%,-4%,-1%
COc1ccc(-c2ccc(-c3cc(=O)oc4cc(OC)c(OC)c(OC)c34)cc2)cc1F,18µM*,-8%&3%,23µM*
